Screening results deposited in PubChem BioAssay by Fisher Drug Discovery Resource Center.
mcGAS RapidFire: inhibitors of mouse cGAS | Q8C6L5 | recombinant mouse cGAS, cGAMP by RapidFire MS | inhibition, % at 12.5 µM | hit rate 0.18% among 130,000;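 active means inhibition of cGAS enzyme activity at or above 60%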;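 further: enzyme stimulated by 45 bp dsDNA with ATP and GTP substrates; cGAMP share of summed cGAMP plus half ATP and half GTP signals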
Target sequence (Q8C6L5 whole entry, looked up): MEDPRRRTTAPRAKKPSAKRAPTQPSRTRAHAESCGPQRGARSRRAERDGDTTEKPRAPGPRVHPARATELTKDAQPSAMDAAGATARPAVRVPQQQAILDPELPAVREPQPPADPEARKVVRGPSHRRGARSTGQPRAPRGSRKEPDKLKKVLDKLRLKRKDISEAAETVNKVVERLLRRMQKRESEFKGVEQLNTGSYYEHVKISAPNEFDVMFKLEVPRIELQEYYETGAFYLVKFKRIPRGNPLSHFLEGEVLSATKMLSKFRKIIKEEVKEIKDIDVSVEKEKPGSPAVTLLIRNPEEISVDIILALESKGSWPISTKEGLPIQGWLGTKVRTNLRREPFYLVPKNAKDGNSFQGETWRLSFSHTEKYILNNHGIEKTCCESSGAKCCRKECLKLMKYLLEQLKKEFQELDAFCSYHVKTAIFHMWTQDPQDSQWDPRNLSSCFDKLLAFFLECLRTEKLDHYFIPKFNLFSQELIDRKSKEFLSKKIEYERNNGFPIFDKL
The depositor's hits bear a star; & = joins results of further samples.

SMILES | mcGAS RapidFire
Cc1nnc(SCCNC(=O)Cc2cnc3c(C)cccn23)s1 | -10
COC(=O)CC1CN(Cc2cnn(-c3ccccc3)c2)CCO1 (stereo unspecified) | -3
O=S(=O)(NC1CCN(S(=O)(=O)c2ccc(Cl)cc2F)CC1)c1ccccc1 | -5
Cc1cc(C)cc(OCCn2cnc3sccc3c2=O)c1 | -2
Cc1ccc(NC(=O)C2CSCN2C(=O)c2ccoc2)c(C)c1 (stereo unspecified) | -5
CC(C)Oc1ccc(CNC(=O)N2CCC(N3CC=CC3)C2)cc1F (stereo unspecified) | -12
CCN(C1CCCCC1)S(=O)(=O)c1cc(C)c(C)c(C)c1C | 3
Cc1nccn1CCNC(=O)C1(c2ccccc2)CCOCC1 | -3
CCCOCCN1CC(C(=O)O)CC1=O (stereo unspecified) | -16
CC(=O)CC1(O)C(=O)N(CCCOc2ccccc2C)c2ccc(C)cc21 (stereo unspecified) | -11
Cc1cc(=O)n2c(-c3cccc(NC(=O)c4ccc(C(F)(F)F)cc4)c3)csc2n1 | -7
O=C(CCCn1cnc2ccccc2c1=O)NCc1c(F)ccc(F)c1F | -107
COc1cccc(CN2CCN(C(=O)c3cc(C)[nH]n3)CC2=O)c1 | -13
O=C1CC2(CCN(C(=O)c3ccc4cccc(Cl)c4n3)CC2)CN1 | -21
CC1=CC2=NC(C(F)(F)F)(C(F)(F)F)NC(=O)N2C=C1 | 1
O=C(NC1CC1)C1CCN(C2CCN(C(=O)C#Cc3ccccc3)CC2)CC1 | -5&1
O=C(NCC1CCCO1)C1CCN(C2CCN(CC#Cc3ccccc3)CC2)CC1 (stereo unspecified) | -7
CCC(C)NC(=O)CSc1nn(-c2ccccc2)c(=O)[nH]1 (stereo unspecified) | -8&-4
COC(=O)c1cc2n(n1)CCN(C(=O)c1cnnn1-c1ccccc1)C2 | -8
COc1cc(CN(C2CC2)S(=O)(=O)c2ccc(C(C)=O)cc2)ccc1OC(F)F | -3
COc1ccc(/C=C2\SC(=S)N(C3CCS(=O)(=O)C3)C2=O)cc1OC (stereo unspecified) | 4
O=C(CN1CCN(CC(F)(F)F)c2ccccc21)NC1CC1 | 18
COCC(=O)N(CCN1CCCCC1)CC1CCCN(C2CCCC2)C1 (stereo unspecified) | 1
COc1ccccc1CN(C)C(=O)c1ccc[nH]c1=O | -12
Cc1c(C(=O)NCc2ccc(C(F)(F)F)cc2)sc(=O)n1Cc1ccc(F)cc1 | 1
Cc1noc(C)c1CSc1ncccc1C(=O)NCC1(N(C)C)CCCC1 | 0
Cc1noc(C)c1C(=O)N(C)Cc1nc(C2=CCCN(C)C2)no1 | -13
Cc1ccc(C2Nc3ccccc3N=C3CC(c4ccc(Cl)cc4)CC(=O)C32)cc1[N+](=O)[O-] (stereo unspecified) | -7
COc1ccc(OC2CCN(C3CCCC3)CC2)c(C(=O)N(C)CCc2cnn(C)c2)c1 | -8
CS(=O)(=O)c1ccccc1N1CCC(Oc2ccncc2)C1 (stereo unspecified) | -7

Another view of 2 compounds above:
Molecule,mcGAS RapidFire
CCN(C1CCCCC1)S(=O)(=O)c1cc(C)c(C)c(C)c1C,3
Cc1nccn1CCNC(=O)C1(c2ccccc2)CCOCC1,-3

Continuation.
SMILES | mcGAS RapidFire
NCC1CCN(Cc2ccc(C#CCO)cc2)C1 (stereo unspecified) | 6
CCc1nn2c(nnc3c(=O)n(NC(=O)COC)ccc32)c1-c1ccc(Cl)cc1 | -3
COc1ccc(CCC(=O)Nn2c(=O)oc3cc4ccccc4cc3c2=O)cc1 | 2
C=C(C)C1CCC(C)OC1CN1CCOCC1 (stereo unspecified) | -4
COc1cccc(-c2noc3c2CN(C(=O)c2cc(C)oc2C)CC3)c1 | -6
Cc1cccc(NC(=O)CSc2nnc(CNC(=O)c3cccs3)n2-c2ccc(Br)cc2)c1 | -8
CCCCn1cc(C(C)(C)C)c(C#N)c1NC(C)=O | 10
COC(=O)c1c(C)cccc1S(=O)(=O)Nc1cccc(C#N)c1 | -9
CCc1csc(CCNC(=O)C2CCC(=O)N(Cc3cccc(C(F)(F)F)c3)C2)n1 (stereo unspecified) | 5
Cc1cc(C(=O)Nc2cc(S(=O)(=O)N3CCCCC3)ccc2C)on1 | -6
CCCCOC1CC(N(C)Cc2ccc(S(=O)(=O)N(C)C)o2)C1(C)C (stereo unspecified) | -32
O=C(NCC1(O)CCCNCC1)c1ccccc1-c1ccccc1 (stereo unspecified) | -9
O=C(Cc1cc2c(cc1Cl)OCCO2)N1CCc2c(nc[nH]c2=O)C1 | -16
COC(=O)c1ccc(-c2noc(CN3CCN(C4CCc5ccccc5C4)CC3)n2)cc1 (stereo unspecified) | 0
Cc1cnc(NC(=O)CCNS(=O)(=O)c2ccccc2Br)s1 | -10
Cc1cc(OCC2CN(C(=O)CCc3cccnc3)CCO2)ccc1Cl (stereo unspecified) | -4
Cc1cccc(CN2CCC(C(=O)Nc3cccc(-c4cccc(F)c4)c3)CC2)n1 | -3
O=C(c1cccc(Cl)c1)N1CCCC(CO)(CCc2ccccc2)C1 (stereo unspecified) | -3
CN(C)CCCN(Cc1ccc(Cl)c(Cl)c1)C(=O)Nc1nncs1 | -17
CCCc1nc(C)cc(N2CCn3cncc3C2)n1 | -9
C=CCc1cccc(C2N(C)c3ccccc3N2C)c1O | -12
Cc1ccc(C(=O)N(C)Cc2ccsc2)cc1NC(=O)c1ccco1 | 3
CCn1cc(C#N)c(=O)n(CC(=O)N(C)Cc2c(F)cccc2Cl)c1=O | -3
O=C(CN1CCCc2cc(C(F)(F)F)ccc21)NC1CCS(=O)(=O)C1 (stereo unspecified) | -14
O=C(CN1C(=O)C2CCCCC2C1=O)Nc1ccc(-c2nccs2)cc1 (stereo unspecified) | -15
Cc1cc(NS(=O)(=O)c2sc(C)nc2C)n(C)n1 | -17
Cc1nc(CC(=O)N2CCC(=O)N(CC3CC3)C(C(C)C)C2)cs1 (stereo unspecified) | -10
CCCCn1nnnc1COC(=O)CN1C(=O)NC2(CCCCC2C)C1=O (stereo unspecified) | -7
Cc1c(Cl)cccc1-n1ccn(CC(N)=O)c(=O)c1=O | -4
CS(=O)(=O)c1ccc(S(=O)CC(=O)Oc2ccc(C3CCCCC3)cc2)c([N+](=O)[O-])c1 (stereo unspecified) | -11

Overlap with the part before: six compounds, followed by the next part.
SMILES | mcGAS RapidFire
O=C(CN1C(=O)C2CCCCC2C1=O)Nc1ccc(-c2nccs2)cc1 (stereo unspecified) | -15
Cc1cc(NS(=O)(=O)c2sc(C)nc2C)n(C)n1 | -17
Cc1nc(CC(=O)N2CCC(=O)N(CC3CC3)C(C(C)C)C2)cs1 (stereo unspecified) | -10
CCCCn1nnnc1COC(=O)CN1C(=O)NC2(CCCCC2C)C1=O (stereo unspecified) | -7
Cc1c(Cl)cccc1-n1ccn(CC(N)=O)c(=O)c1=O | -4
CS(=O)(=O)c1ccc(S(=O)CC(=O)Oc2ccc(C3CCCCC3)cc2)c([N+](=O)[O-])c1 (stereo unspecified) | -11
N#CCNC(=O)C1(c2ccccc2)CCN(C(=O)c2ccc(-n3cccc3)nc2)CC1 | -7
COc1ccc(-n2cc(CNC3CCN(C)CC3)c(-c3cccc(F)c3)n2)cc1 | -9
Cn1c(C(=O)N2CCC(CCC(=O)NCc3cccnc3)CC2)cc2ccccc21 | -6
O=C1OC(c2ccccc2)OC(=O)C1=Cc1ccc(OCc2ccc3c(c2)OCO3)cc1 (stereo unspecified) | -4
Cc1nnc2sc(NC(=O)CC(C)C)nn12 | -4
Fc1ccccc1OCCSc1ncnc2nc[nH]c12 | -4
Cc1cc(C)nc(Nc2nc(C)c3ccccc3n2)n1 | -22
CNC(=O)c1[nH]nc2c1C(c1cnc(-c3ccccc3C)s1)CC(=O)N2 (stereo unspecified) | -9
CN(C)CC1(O)CCCN(S(=O)(=O)N(C)Cc2ccccc2)CC1 (stereo unspecified) | -7
COc1cccc(C(=O)Nc2ccccc2C(=O)N2CCCCC2)c1 | -5
CS(=O)(=O)c1cccc(NC(=O)c2ccccc2Br)c1 | -6
O=C1c2c(Cl)c(Cl)c(Cl)c(Cl)c2C(=O)N1Cc1ccncc1 | -8
CCOc1ccccc1N=Cc1c(C)c(C#N)c2[nH]c3ccccc3n2c1=O | 14&16
O=C(CSc1nc2c(c(=O)n1-c1ccccc1)SCC2)NCCc1ccccc1 | -8
CC(C)(C)c1ccc(NC(=O)Cn2ccnc2)cc1 | -11

As entered above:
mcGAS RapidFire with Cc1c(C(=O)NCc2ccc(C(F)(F)F)cc2)sc(=O)n1Cc1ccc(F)cc1 stands at 1
mcGAS RapidFire with Cc1nc(CC(=O)N2CCC(=O)N(CC3CC3)C(C(C)C)C2)cs1 (stereo unspecified) stands at -10
mcGAS RapidFire with CC1=CC2=NC(C(F)(F)F)(C(F)(F)F)NC(=O)N2C=C1 stands at 1
mcGAS RapidFire with O=C(CN1C(=O)C2CCCCC2C1=O)Nc1ccc(-c2nccs2)cc1 (stereo unspecified) stands at -15
mcGAS RapidFire with Cc1ccc(C2Nc3ccccc3N=C3CC(c4ccc(Cl)cc4)CC(=O)C32)cc1[N+](=O)[O-] (stereo unspecified) stands at -7
mcGAS RapidFire with Cc1c(Cl)cccc1-n1ccn(CC(N)=O)c(=O)c1=O stands at -4

Further results.
SMILES | mcGAS RapidFire
CC1(C(=O)Nc2ccccc2Cc2ccccc2)CCN1Cc1ccccc1Cl (stereo unspecified) | -8
CC(Cn1nc(C2CCNCC2)n(-c2ccccc2)c1=O)N1CCOCC1 (stereo unspecified) | -9
Cc1c(-c2ccccc2)sc(NC(=O)CSc2n[nH]c(C3CC3)n2)c1C(=O)N1CCCCC1 | -13
O=C(Nc1cccc(C(F)(F)F)c1)c1ccc(N2CC3CC(C2)c2cccc(=O)n2C3)c(NC(=O)c2ccccc2)c1 (stereo unspecified) | -6
CC(C)c1nc2oc3ccccc3c(=O)c2c(=O)n1CCc1ccccc1 | -10
CCCCN1C(=O)CCC(C(=O)Nc2ccc(N3CCC(CO)CC3)cn2)C1c1ccccc1OC (stereo unspecified) | 1
CN(C)S(=O)(=O)c1ccc(C(=O)Nn2cnc3c(cnn3-c3ccccc3)c2=O)cc1 | -4
c1c(CNC2CCC3(CCNCC3)CC2)nc2n1CCS2 | 1
O=[N+]([O-])c1ccn(Cc2cccc(Cl)c2)n1 | 0
CC(=O)c1cc(F)ccc1OC(C)C(=O)NC(=O)NCc1ccccc1 (stereo unspecified) | 6
CN(Cc1ccccc1O)C(=O)CCCn1ccnc1 | -51
COC(=O)c1nn(-c2ccc(OC)cc2)c(=O)c2c(NC(C)=O)sc(C)c12 | -6
N#Cc1ccc(C(=O)N(CCN2CCOCC2)c2nc3c(F)cc(F)cc3s2)cc1 | -9
CC=Cc1ccc(OCC(O)CN2C(=O)NC(C)(C3CCCCC3)C2=O)c(OC)c1 (stereo unspecified) | 18
CCc1cn[nH]c1C1CCN(C(=O)c2cccc(C#CC(C)(C)O)c2)CC1 | -19
COCC(C)NC(=O)c1cccc2c(=O)c(C)c(-c3ccccc3)oc12 (stereo unspecified) | -14
O=C(CCC1CCN(Cc2cccc3ncccc23)CC1)N1CCN(c2ccccc2)CC1 | -4
Cc1cccc(-c2c(-c3ccccc3)ncn2C(CO)CO)n1 | -13
Cc1cc(=O)n2c(-c3cccc(NC(=O)Nc4ccc(F)cc4)c3)csc2n1 | -7
CC1(C(=O)NS(=O)(=O)c2ccc(Cl)s2)CCN1C(=O)Cc1cccc2ccccc12 (stereo unspecified) | -3
COc1cccc(C(=O)N2CCN(c3nncc(-c4ccccc4)n3)CC2)c1 | -2
N=C(N)N1CCN(Cc2ccc(Br)s2)CC1 | -45
CCc1n[nH]c(=S)n1/N=C1\C(=O)N(CC(C)C)c2ccccc21 | 26
CC1(C)S[C@@H]2[C@H](N=CN3CCCCCC3)C(=O)N2[C@H]1C(=O)O | -1
CCOC(=O)CC1CCCCN1C(=O)c1cn(CCCc2ccccc2)nn1 (stereo unspecified) | -12
CCOCCn1c(=O)c2c(nc3n(-c4ccc(CC)cc4)c(C)c(C)n23)n(C)c1=O | -6
OC(CSCc1ccc(Cl)cc1)c1ccc2c(c1)CCCC2 (stereo unspecified) | -16&-7
Cc1cnn(-c2cc(-c3ccccc3CO)ncn2)c1 | -12
CC1(C(=O)NCc2cccc3ccccc23)CCN1Cc1cccc2c1OCO2 (stereo unspecified) | -11
Cc1ncsc1C(=O)NCc1ccc(Br)s1 | -2
S=c1[nH]c(=S)c2cnc(N3CCCC3)nc2[nH]1 | 1
Cc1nc(CN(CC(=O)N2CCCC2)CC2CCCO2)no1 (stereo unspecified) | 2
O=C(NC(c1ccccc1)C1CC1)c1cc(F)cc(F)c1 (stereo unspecified) | -9
Cc1cc(C)n(CCNC(=O)CC2C(=O)NCCN2C(C)C)c(=O)n1 (stereo unspecified) | -20
NC[C@@H]1CC[C@@H](N)[C@@H](O[C@H]2[C@H](O)[C@@H](O[C@H]3O[C@H](CO)[C@@H](O)[C@H](N)[C@H]3O)[C@H](N)C[C@@H]2N)O1 | -1&1
Fc1ccc(-c2ccc(N3C[C@H]4CC=CC[C@H]4C3)nn2)cc1 | -8
CN1CC2(CCN(C(=O)c3csc(Cc4ccccc4)n3)C2)OC1=O (stereo unspecified) | -5
COc1ccc(OC)c(C2C3CCCC=C3C(C#N)C(=N)C2(C#N)C#N)c1 (stereo unspecified) | 2
Cc1ccccc1CN1CCC(CN(CC2CCCO2)C(=O)c2ccc(=O)n(C)n2)CC1 (stereo unspecified) | -7
CN(C(=O)CN1CCN(c2cc(-c3cccc4oc5ccccc5c34)ncn2)CC1)c1ccccc1 | 15
c1ccc(C2(c3ccccc3)CC2CN2CC(c3ccncc3)C2)cc1 (stereo unspecified) | 7
Cc1ccsc1C(CNC(=O)c1cnc2ccccn2c1=O)N(C)C (stereo unspecified) | -13
CCc1nccn1Cc1nc(-c2ccc(C)s2)oc1C | -14
Cc1ccc(-c2nnc3sc(-c4cc(C)on4)nn3c2=O)cc1 | -15
Cc1ccc(-c2nnc(-c3ccccc3N)[nH]c2=O)cc1C | 1

Reformatted: entries from further up
c1ccc(C2(c3ccccc3)CC2CN2CC(c3ccncc3)C2)cc1 (stereo unspecified)
  mcGAS RapidFire = 7
Cc1ccsc1C(CNC(=O)c1cnc2ccccn2c1=O)N(C)C (stereo unspecified)
  mcGAS RapidFire = -13

The list is partial. The share of hits here may be higher or lower than overall.
